UBC13 polyUb = UBC13 polyubiquitin chain formation inhibitors, primary screen, biochemical, TR-FRET, uHTS | AID 485273, 2010 | 0.47% of 330,000 active | inhibition, % at 20 µM | Ubiquitin-conjugating enzyme E2 N (Homo sapiens), P61088; in the data active = inhibition above about 45%, passing the limit was not always enough
Target sequence (P61088 whole entry, looked up): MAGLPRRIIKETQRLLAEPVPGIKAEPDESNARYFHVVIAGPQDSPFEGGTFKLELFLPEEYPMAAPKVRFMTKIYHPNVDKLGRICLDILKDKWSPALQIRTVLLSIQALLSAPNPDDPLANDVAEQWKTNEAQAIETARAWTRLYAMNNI
SENP8 block = SENP8 protease inhibitors, primary screen, biochemical, luminescence. inhibition, % at 10 µM. AID 2540, 2010. purified SENP8, Z-RLRGG-aminoluciferin cleavage. 1.2% of 330,000 active
Gli-Sufu antag = Gli-Sufu pathway antagonists, primary screen, luciferase luminescence, Sufu-KO-LIGHT cells, uHTS; Sufu-KO-LIGHT fibroblasts, Gli luciferase reporter luminescence; inhibition, % at 5 µM; 0.74% of 340,000 active; AID 588413, 2011;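 active = inhibition above about 55%, limit read from the data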;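 note: 0% = DMSO-treated cells and 100% = wells with medium but no cells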
EBI2 block = EBI2 receptor antagonists, beta-arrestin recruitment, primary screen, cell-based, luminescence, 7a,25-OHC stimulation, uHTS; G-protein coupled receptor 183 (Homo sapiens), P32249; 7a,25-OHC stimulated; inhibition, % at 5 µM; 0.81% of 360,000 active; in the data active = inhibition above about 38%;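 note: enzyme fragment complementation signal reports receptor beta-arrestin coupling in cells; 0% = agonist plus DMSO wells and 100% = wells without agonist; some results beyond the cut were filed as inactive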
Target sequence (P32249 whole entry, looked up, the tested form may be a part): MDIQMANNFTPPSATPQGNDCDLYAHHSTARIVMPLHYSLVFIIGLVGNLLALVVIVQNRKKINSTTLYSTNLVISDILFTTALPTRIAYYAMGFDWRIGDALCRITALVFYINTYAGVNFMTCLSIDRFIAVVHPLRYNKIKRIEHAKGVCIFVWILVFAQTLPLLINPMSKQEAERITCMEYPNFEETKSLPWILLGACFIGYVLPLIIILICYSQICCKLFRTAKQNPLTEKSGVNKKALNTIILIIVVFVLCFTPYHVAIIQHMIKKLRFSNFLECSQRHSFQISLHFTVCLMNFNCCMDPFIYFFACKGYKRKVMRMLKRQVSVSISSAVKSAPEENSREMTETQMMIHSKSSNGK
Apaf-1 inh = inhibitors of human Apaf-1 apoptosome, primary screen, biochemical, DEVD-Rh110 fluorescence, uHTS | reconstituted apoptosome caspase-3 activity | inhibition, % at 20 µM | 0.71% of 330,000 active | AID 489030, 2010; active = inhibition of at least 40% at 20 µM;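 note: plate controls were DMSO wells for no effect and DEVD-CHO caspase inhibitor wells for full effect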
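System: reconstituted apoptosome with Apaf-1, cytochrome c, caspase-9, procaspase-3, dATP; Signal: Rh110 fluorescence intensity; Schedule: 30 min compound preincubation, 50 min activation, room temperature; Reagent: cytochrome c trigger plus (Z-DEVD)2-Rh110 caspase-3 substrate.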
Jurkat NFkB inh = inhibitors of induced NF-kB luciferase reporter, primary screen, TCR NF-kB activation inhibitor project, cell-based, luminescence, uHTS; Jurkat, PMA/ionomycin-induced NF-kB luciferase reporter; inhibition, % at 4 µM; 0.53% of 330,000 active; AID 435003, 2010
697 NFkB inh = inhibitors of PMA/ionomycin-induced NF-kB reporter, 697 cells, primary screen, B-cell NF-kB inhibitor project, cell-based, luminescence, uHTS. 697 B-cell NF-kB luciferase reporter, 16 h. inhibition, % at 4 µM. 0.33% of 330,000 active. AID 435022, 2010; in the data active = inhibition above about 35%
CCR6 antag = CCR6 receptor antagonists, primary screen, cell-based, CHO-K1, luminescence, beta-arrestin, uHTS | 0.49% of 340,000 active | inhibition, % at 20 µM | CHO-K1 CCR6 PathHunter beta-arrestin, CCL20-stimulated;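 active = compounds whose inhibition of the agonist-driven luminescence signal at 20 µM reaches about 50%, limit read from the data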;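 note: cells stimulated with CCL20 at 14 nM final; plate controls were DMSO with CCL20 for no effect and DMSO without agonist for full effect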
Target sequence (P51684 whole entry, looked up): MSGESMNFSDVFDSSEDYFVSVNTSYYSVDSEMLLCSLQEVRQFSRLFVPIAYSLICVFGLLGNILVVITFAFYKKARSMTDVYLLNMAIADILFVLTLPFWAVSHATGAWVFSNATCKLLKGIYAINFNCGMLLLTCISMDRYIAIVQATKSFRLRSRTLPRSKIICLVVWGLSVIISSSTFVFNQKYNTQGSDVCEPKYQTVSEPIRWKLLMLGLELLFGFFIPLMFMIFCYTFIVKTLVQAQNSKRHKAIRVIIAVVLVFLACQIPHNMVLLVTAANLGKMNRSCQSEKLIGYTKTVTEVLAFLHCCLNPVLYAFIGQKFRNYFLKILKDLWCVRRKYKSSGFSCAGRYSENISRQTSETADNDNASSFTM
Active calls of the source: *; . = not tested or not shown; & = joins results of further samples. Cut-off read from the data, not from the text of the source, unless noted: active = inhibition above about 50%; inactive = the rest. This is a subset; count on the stated rates, not on these rows.

no.	canonical_smiles	UBC13 polyUb	SENP8 block	Gli-Sufu antag	EBI2 block
1	Cc1noc(C)c1NC(=O)N(C)C[C@@H]1Oc2c(NC(=O)NC(C)C)cccc2C(=O)N([C@@H](C)CO)C[C@@H]1C	-2	22	-5	-7
2	Cc1ccc(C(=O)NCC(=O)OCC(=O)NCCc2ccccc2)s1	1	-4	2	-3
3	CCOc1ccc(Cn2c(C)nc([N+](=O)[O-])c2SCC(O)CCl)cc1[N+](=O)[O-] (stereo not drawn)	-20	-7	-3	-10
4	COc1nnc(-c2ccc(N3CCOCC3)c(NC(=O)C3CCCCC3)c2)c2ccccc12	6	3	-1	13
5	CCOC(=O)c1c(NC(=O)CSc2nnc(C)c(=O)[nH]2)sc2c1CCCC2	5	-1	9	2
6	Cc1ccc(NC(=O)Cn2nnc3ccccc32)cc1	0	6	-52	-12
7	O=C(COc1cccc(C(F)(F)F)c1)NCC(c1ccco1)N1CCCCC1 (stereo not drawn)	-1	4	16	7
8	C=CCc1c(NCCO)nc(C)[nH]c1=O	0	-8	3	1
9	COc1ccc(C(=O)NNC(=O)C(=O)NC2CCCCC2)cc1	6	-9	-31	2
10	COc1cc(C2C(C#N)=C(C)NC(C)=C2C#N)cc(OC)c1OC	-13	-7	3	5
11	CCN(CC)S(=O)(=O)c1ccc(OC)c(NC(=O)COc2ccccc2[N+](=O)[O-])c1	-12	7	12	-8
12	CC[C@@H]1CC=C[C@H]2[C@H]1C(=O)N(Cc1ccccc1)[C@H]2c1ccc2ccccc2c1	-8	-7	.	.

no.	Apaf-1 inh	Jurkat NFkB inh	697 NFkB inh	CCR6 antag
1	-13	11	8	-3
2	-1	-2	9	2
3	-7	-24	-25	4
4	17	4	-12	19
5	8	1	-4	-10
6	6	-61	-43	4
7	16	19	-2	10
8	5	-6	-3	-4
9	1	9	0	9
10	-8	-8	-2	11
11	3	-22	9	4
12	15	15	-55	.

The results go on.
no.	canonical_smiles	UBC13 polyUb	SENP8 block	Gli-Sufu antag	EBI2 block
13	CCOCCn1c(CN2CCN(C(c3ccccc3)c3ccccc3)CC2)nc2c1c(=O)n(C)c(=O)n2C	2	-7	26	5
14	Cc1ccccc1-c1nc(CS(=O)(=O)CC(=O)NCCCN2CCN(C)CC2)c(C)o1	2	4	-17	7
15	Cc1cc(-c2nnc3n2N=C(C(C)(C)C)CS3)n[nH]1	7	-6	-7	2
16	CCOC(=O)c1sc2ncnc(N3CCN(C)CC3)c2c1C	-9	-4	13	-1
17	CN(C)CCCN(Cc1cc2cc3c(cc2[nH]c1=O)OCO3)C(=S)Nc1ccccc1	5	-2	41	-8
18	Cc1cc(C)cc(C(=O)NC(=S)Nc2ccc3c(c2)OCCO3)c1	-10	48	-43	27
19	Cn1nnnc1SCC(=O)Nc1nc(-c2ccccc2)c(-c2ccccc2)o1	-8	-13	2	3
20	Cc1cc2cc(CN(Cc3nnnn3C3CCCCC3)CC3CCCO3)c(=O)[nH]c2cc1C (stereo not drawn)	-5	-1	5	1
21	CCOC(=O)c1ccccc1NC(=O)COC(=O)c1cc([N+](=O)[O-])ccc1N1CCOCC1	1	-10	33	8
22	COc1ccc(S(=O)(=O)N2CCN(CCc3ccccc3)CC2)c(OC)c1	-6	-7	18	-8
23	CCn1c(C)nc2cc(C(=O)NNC(=S)NC(=O)c3ccc(OC)cc3)ccc21	1	-6	-3	11
24	Cc1ccsc1/C=c1\sc2ncnn2c1=O	-8	6	9	-14

no.	Apaf-1 inh	Jurkat NFkB inh	697 NFkB inh	CCR6 antag
13	18	-9	-52	3
14	-3	-34	-65	-5
15	-1	-4	5	-2
16	2	-10	3	10
17	2	-17	-5	25
18	9	-64	-80	39
19	9	-3	-24	12
20	16	-21	-3	4
21	23	-9	8	12
22	8	13	-29	15
23	6	-7	7	12
24	-15	7	18	-12

The list goes on:
no.	canonical_smiles	UBC13 polyUb	SENP8 block	Gli-Sufu antag	EBI2 block
25	CCN(CC(=O)Nc1ccc2c(c1)OCCO2)C(=O)CCc1ccccc1Cl	21	5	4	-4
26	O=C(O)c1ccc(NS(=O)(=O)c2ccc3c(c2)C(=O)c2ccccc2C3=O)cc1	-31	-5	-4	-1
27	COC(=O)c1cc(=O)n(CCc2ccc(OC)cc2)c(=Nc2ccc(F)c(Cl)c2)s1	-1	4	11	66*
28	Cc1cc(C)cc(C(=O)OCC(=O)N2CCCC2)c1	-11	15	-12	-14
29	Cc1cc(C)c(C(N)=O)c(SCC(=O)c2cc(C)n(-c3cc(C)on3)c2C)n1	-9	-19	51	-9
30	CCOC(=O)c1c(NC(=O)NC(C)(C)C)sc2c1CCN(C)C2	-3	-5	4	-11
31	N#CC1(C#N)C(c2ccccc2)OC23CCCCC2C1(C#N)C(=N)O3 (stereo not drawn)	-1	-12	15	-8
32	CC(Nc1cccc2ccccc12)C(=O)N/N=C/c1ccccn1 (stereo not drawn)	-116	85*	3	-8
33	N#C/C(=C(/O)c1ccco1)c1nc2ccccc2s1	-12&-12	81*	-33&-61	-17&7
34	O=C(CSc1nncs1)Nc1ccc(Cl)cc1C(F)(F)F	2	21	-3	-4
35	Cc1cccc(-c2nc(CS(=O)CC(=O)N3CCN(C)CC3)c(C)o2)c1 (stereo not drawn)	-5	-1	10	-6
36	COc1ccc(CN(CC(=O)NCCc2ccccc2)C(=O)CCC(=O)Nc2cc(C)ccn2)cc1	4	5	9	5

no.	Apaf-1 inh	Jurkat NFkB inh	697 NFkB inh	CCR6 antag
25	-2	6	-3	6
26	2	-8	-39	11
27	24	12	17	14
28	-2	1	15	8
29	8	2	9	0
30	-5	-22	-26	5
31	5	0	3	13
32	95*	20	11	2
33	9&14	18&-13	-60&-117	10&13
34	2	10	1	10
35	-6	4	1	7
36	16	-11	-15	13

Rewritten with values under each structure: entries from further up
The line under a structure holds: UBC13 polyUb, SENP8 block, Gli-Sufu antag, EBI2 block, Apaf-1 inh, Jurkat NFkB inh, 697 NFkB inh, CCR6 antag
21: CCOC(=O)c1ccccc1NC(=O)COC(=O)c1cc([N+](=O)[O-])ccc1N1CCOCC1
  1, -10, 33, 8, 23, -9, 8, 12
22: COc1ccc(S(=O)(=O)N2CCN(CCc3ccccc3)CC2)c(OC)c1
  -6, -7, 18, -8, 8, 13, -29, 15
23: CCn1c(C)nc2cc(C(=O)NNC(=S)NC(=O)c3ccc(OC)cc3)ccc21
  1, -6, -3, 11, 6, -7, 7, 12
24: Cc1ccsc1/C=c1\sc2ncnn2c1=O
  -8, 6, 9, -14, -15, 7, 18, -12
25: CCN(CC(=O)Nc1ccc2c(c1)OCCO2)C(=O)CCc1ccccc1Cl
  21, 5, 4, -4, -2, 6, -3, 6
26: O=C(O)c1ccc(NS(=O)(=O)c2ccc3c(c2)C(=O)c2ccccc2C3=O)cc1
  -31, -5, -4, -1, 2, -8, -39, 11
27: COC(=O)c1cc(=O)n(CCc2ccc(OC)cc2)c(=Nc2ccc(F)c(Cl)c2)s1
  -1, 4, 11, 66*, 24, 12, 17, 14
28: Cc1cc(C)cc(C(=O)OCC(=O)N2CCCC2)c1
  -11, 15, -12, -14, -2, 1, 15, 8
29: Cc1cc(C)c(C(N)=O)c(SCC(=O)c2cc(C)n(-c3cc(C)on3)c2C)n1
  -9, -19, 51, -9, 8, 2, 9, 0
30: CCOC(=O)c1c(NC(=O)NC(C)(C)C)sc2c1CCN(C)C2
  -3, -5, 4, -11, -5, -22, -26, 5
31: N#CC1(C#N)C(c2ccccc2)OC23CCCCC2C1(C#N)C(=N)O3 (stereo not drawn)
  -1, -12, 15, -8, 5, 0, 3, 13
32: CC(Nc1cccc2ccccc12)C(=O)N/N=C/c1ccccn1 (stereo not drawn)
  -116, 85*, 3, -8, 95*, 20, 11, 2
33: N#C/C(=C(/O)c1ccco1)c1nc2ccccc2s1
  -12&-12, 81*, -33&-61, -17&7, 9&14, 18&-13, -60&-117, 10&13
34: O=C(CSc1nncs1)Nc1ccc(Cl)cc1C(F)(F)F
  2, 21, -3, -4, 2, 10, 1, 10

The listing continues:
no.	canonical_smiles	UBC13 polyUb	SENP8 block	Gli-Sufu antag	EBI2 block
37	O=C(NC(=S)Nc1cccnc1)c1cccs1	2	-10	-5	-13
38	O=C(Nc1cnccn1)C1c2ccccc2Oc2ccccc21	-10	7	1	-5
39	CC(=O)C1=C(O)C(=O)N(c2ccc(F)cc2)C1c1ccc(C)cc1 (stereo not drawn)	-5	-16	25	0
40	O=C(O)c1ccc(CNC(=O)c2ccccc2NC(=O)c2ccc([N+](=O)[O-])cc2)cc1	-2	3	-2	-8
41	CCOC(=O)N1CCN(CCC(=O)Nc2ccc(OC(F)(F)F)cc2)CC1	3	3	3	-2
42	O=c1c2[nH]c3ccccc3c2ncn1Cc1cccnc1	-9	-8	-1	2
43	COc1ccc(NC(=O)c2ccc(-c3ccccc3)cc2)cc1S(=O)(=O)N1CCOCC1	9	-9	48	4
44	C=CCn1c(SCC(=O)NCCC2=CCCCC2)nc2ccc(Cl)cc2c1=O	6	-1	7	24
45	CCOC(=O)c1nnn(-c2nonc2N)c1-c1ccc(Br)cc1	8	0	-4	1
46	O=C(CSc1nnc(-c2ccncc2)o1)NCc1ccc(Cl)cc1	4	3	-2	-2
47	COC(=O)c1sc(C(F)(F)F)c(-c2ccccc2)c1S(=O)(=O)N(C)C	6	0	30	0
48	CC1(C)CC(=O)C(C=NCC2CCCO2)=C(O)C1 (stereo not drawn)	0	3	0	0
49	COc1ccc(N=C(N(C)C)P(=O)(N(C)C)N(C)C)cc1	3	-5	0&0	-17&-14

no.	Apaf-1 inh	Jurkat NFkB inh	697 NFkB inh	CCR6 antag
37	5	-17	0	26
38	0	3	14	9
39	1	-3	-10	-1
40	6	3	13	-3
41	7	6	10	16
42	-6	-34	-18	-2
43	-18	42	9	5
44	13	0	17	24
45	4	-6	4	-3
46	-18	1	18	-8
47	2	-1	-9	10
48	8	-7	26	14
49	0	11	17	9&-2

Screens from PubChem.
